High-throughput results as filed in PubChem.
RXFP1 agonist: qHTS Assay for Agonists of the Relaxin Receptor RXFP1; AID 2676, 2010; Potency, µM (doses to about 57.5 µM), inactives show at the top dose activation, usual class: activators; HEK293T-RXFP1 cAMP TR-FRET, 30 min; response scale: percent of porcine relaxin response, buffer zero; 0.3% of 370,000 active; further: on the % scale 0 is the no-effect control and ±100 the full control effect; nearly all actives have a fitted effect of over 60% in size; many of its hits are not listed in these tables
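cAMP rise read by TR-FRET after 30 min, 37C compound exposure (up to 58 uM) in RXFP1-transfected HEK293 cells with Ro 20174 present. EC50 from Hill-equation fits, with 29 nM porcine relaxin as 100% and buffer as basal.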
TrxR1 substrate: qHTS Assay for Substrates of Mammalian Selenoprotein Thioredoxin Reductase 1 (TrxR1): qHTS. purified TrxR1 substrate turnover, NADPH consumption readout. Potency, µM (doses to about 114 µM), inactives show top-dose activity change, negative = substrate turnover. 0.01% of 390,000 active. AID 588456, 2011; further: on the % scale 0 is the no-effect control and ±100 the full control effect; nearly all actives have a fitted effect of over 50% in size
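Rat TrxR1, dispensed at 90 nM, was prereduced with 400 uM NADPH (final) for 5 min at ~22 deg C, then incubated with compound 15 min before 400 uM selenite. A first-read NADPH fluorescence drop versus no-compound background flagged substrates.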
RGS4 inh: Inhibitors of Regulator of G Protein Signaling (RGS) 4: qHTS. Transcreener GDP fluorescence polarization, RGS4-accelerated GTP hydrolysis. Potency, µM (titrated, usually from 114 µM), for the others: at the top dose activity change, negative = inhibition, actives largely listed as inhibitors. 0.039% of 390,000 active. AID 504845, 2011; further: on the % scale 0 is the no-effect control and ±100 the full control effect; nearly all actives have a fitted effect of over 75% in size; some results filed as inactive show a strong effect at the top dose
Target sequence (P49798 whole entry, looked up): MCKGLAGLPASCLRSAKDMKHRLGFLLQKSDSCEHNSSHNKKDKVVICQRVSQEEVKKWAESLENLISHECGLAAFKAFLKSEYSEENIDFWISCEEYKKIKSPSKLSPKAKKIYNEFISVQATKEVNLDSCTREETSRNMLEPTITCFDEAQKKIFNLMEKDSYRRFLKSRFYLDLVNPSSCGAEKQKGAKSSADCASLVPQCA
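MLSMR compounds (23 nl, pin-transferred) preincubated 10 min at room temperature with a 500nM (2x) first reagent, then RGS4 at 900nM (2x) plus Transcreener GDP mix added; fluorescence polarization (620/688 nm) read before and after 90 min at 30 °C.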
12-LOX inh: Primary qHTS assay for inhibitors of human arachidonate 12S-lipoxygenase (ALOX12): Round 2. Polyunsaturated fatty acid lipoxygenase ALOX12 (Homo sapiens), P18054. purified 12hLO, xylenol orange hydroperoxide absorbance. Potency, µM (highest dose often 108 µM), without a hit: at the top dose activity change, negative = inhibition, usual class: inhibitors. 1.1% of 580,000 active. AID 1671190, 2021; further: on the % scale 0 is the no-effect control and ±100 the full control effect
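Purified human 12hLO at 150 nM in 25 mM Hepes, 0.01% Triton X-100, pH 7.0, preincubated 15 min at room temperature with compound. Reaction started with 40 uM arachidonic acid, 30 min at room temperature. Hydroperoxide measured by Fe-xylenol orange, 573/405 nm absorbance ratio.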
USP1 inh: Inhibitors of USP1/UAF1: Primary Screen; recombinant USP1/UAF1, Ub-Rhodamine cleavage fluorescence; Potency, µM (highest dose often 57.1 µM), for the others: top-dose activity change, negative = inhibition, most hits filed as inhibitors; Ubiquitin carboxyl-terminal hydrolase 1 (Homo sapiens), O94782; AID 743255, 2014; 0.23% of 390,000 active; further: on the % scale 0 is the no-effect control and ±100 the full control effect; nearly all actives have a fitted effect of over 60% in size; inactives centre near -12
Target sequence (O94782 whole entry, looked up): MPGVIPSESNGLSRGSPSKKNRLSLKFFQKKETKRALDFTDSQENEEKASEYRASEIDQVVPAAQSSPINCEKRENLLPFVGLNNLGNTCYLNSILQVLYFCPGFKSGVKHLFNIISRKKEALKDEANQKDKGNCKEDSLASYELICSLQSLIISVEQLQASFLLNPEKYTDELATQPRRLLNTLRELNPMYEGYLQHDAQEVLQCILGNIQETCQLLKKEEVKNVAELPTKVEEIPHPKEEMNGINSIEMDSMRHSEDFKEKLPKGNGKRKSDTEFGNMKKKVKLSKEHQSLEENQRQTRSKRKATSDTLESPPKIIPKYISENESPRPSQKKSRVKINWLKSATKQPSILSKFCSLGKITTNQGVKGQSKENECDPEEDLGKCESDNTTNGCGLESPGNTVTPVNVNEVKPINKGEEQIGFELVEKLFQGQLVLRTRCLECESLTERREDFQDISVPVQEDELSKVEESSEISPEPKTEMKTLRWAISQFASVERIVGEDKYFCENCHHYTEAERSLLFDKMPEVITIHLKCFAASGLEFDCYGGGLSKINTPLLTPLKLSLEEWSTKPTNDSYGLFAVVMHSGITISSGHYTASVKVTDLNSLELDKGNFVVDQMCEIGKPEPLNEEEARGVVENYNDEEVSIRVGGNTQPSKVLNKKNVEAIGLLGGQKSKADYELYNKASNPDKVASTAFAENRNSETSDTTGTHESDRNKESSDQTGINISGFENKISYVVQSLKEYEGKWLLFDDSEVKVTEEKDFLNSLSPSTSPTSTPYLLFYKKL
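High-throughput fluorogenic screen: 1nM USP1/UAF1 complex, Ub-Rho substrate 150nM final, 50mM HEPES pH 7.8 with 0.5mM EDTA, 0.1 mg/ml BSA, 1mM TCEP and 0.01% Tween-20.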
Vif-APOBEC3F blk: qHTS for Inhibitors of Vif-A3F Interactions: qHTS; HeLa A3F-eYFP + Vif (tagged APOBEC3F with the HIV-1 protein that degrades it), YFP fluorescence increase; Potency, µM (series often up to 46.1 µM), for inactives: at the top dose activity, negative = active; 0.2% of 390,000 active; AID 602313, 2012; further: % of control where 0% means no effect; nearly all actives have a fitted effect of over 65% in size
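HeLa cells stably expressing A3F-eYFP plus Vif, plated and incubated overnight at 37 deg C, then exposed to compounds overnight at 37 deg C. Blocked degradation read as raised yellow fluorescence (Ex 488/Em 500-530).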
Vif-APOBEC3G blk: qHTS for Inhibitors of Vif-A3G Interactions: qHTS; DNA dC->dU-editing enzyme APOBEC-3G (Homo sapiens), Q9HC16; HeLa A3G-eYFP + Vif (tagged APOBEC3G with the HIV-1 protein that degrades it), YFP fluorescence, overnight; Potency, µM (highest dose often 46.1 µM), inactives show at the highest dose activity, negative = active, actives largely listed as inhibitors; 0.076% of 410,000 active; AID 602310, 2012;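 further: on the % scale 0 is the no-effect control and ±100 the full control effect; nearly all actives have a fitted effect of over 60% in size; hits raise eYFP signal because A3G escapes Vif-driven loss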
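HeLa cells stably expressing Vif and C-terminally eYFP-tagged A3G, seeded overnight at 37 deg C, then exposed to compound by pintool overnight at 37 deg C. Rise in yellow fluorescence (Ex 488/Em 500-530, Acumen) marks blocked Vif-driven A3G degradation.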
rTrxR1 inhibitor: qHTS Assay for Inhibitors of Mammalian Selenoprotein Thioredoxin Reductase 1 (TrxR1): qHTS; Thioredoxin reductase 1, cytoplasmic (Rattus norvegicus), O89049; recombinant rTrxR1, NADPH fluorescence consumption, selenite substrate; Potency, µM (titrated, usually from 114 µM), without a hit: at the highest dose activity change, negative = inhibition, most hits filed as inhibitors; 1% of 390,000 active; AID 588453, 2011; further: on the % scale 0 is the no-effect control and ±100 the full control effect; nearly all actives have a fitted effect of over 65% in size
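Rat TrxR1 (90 nM in the dispensed reagent) was pre-reduced with 400 uM NADPH for 5 min at room temperature, then incubated with compound for 15 min. After 400 uM selenite was added, NADPH fluorescence (Ex 340/Em 450 nm) was followed for 8 min.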
mIDH1 inhibitor: qHTS for Inhibitors of mutant isocitrate dehydrogenase 1 (IDH1): qHTS; Isocitrate dehydrogenase [NADP] cytoplasmic (Homo sapiens), O75874; AID 602179, 2012; Potency, µM (top dose mostly 76.6 µM), for the others: at the highest dose activity change, negative = inhibition, hits mostly inhibitors; IDH1-R132H enzyme, NADPH consumption, diaphorase/resazurin fluorescence; 0.093% of 390,000 active; further: on the % scale 0 is the no-effect control and ±100 the full control effect; nearly all actives have a fitted effect of over 65% in size
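IDH1-R132H (0.5 ug/mL dispensed) in pH 7.5 Tris buffer was preincubated 30 min with compound, then given a substrate mix of 0.016 mM NADPH and 2 mM alpha-KG for 80 min at room temperature; remaining NADPH was read by diaphorase/resazurin fluorescence.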
Active calls of the source: *; ? = inconclusive; · = not tested or not shown; [ ] = another dose, or the depositor's remark. The call rests on the fitted dose curve; in most records, active means well fitted curve in the direction sought with a large enough effect; inconclusive means small, poorly fitted or top-dose-only effect, or another doubt; inactive means no such curve, though single readings can be large; an effect the other way counts as inactive or inconclusive. Potency means the concentration at half of the fitted maximal effect.

SMILES | RXFP1 agonist | TrxR1 substrate | RGS4 inh | 12-LOX inh | USP1 inh | Vif-APOBEC3F blk | Vif-APOBEC3G blk | rTrxR1 inhibitor | mIDH1 inhibitor
O=C1c2cccc3cccc(c23)C(=O)N1c1cccc(O)c1 | -0.7% | 4% | -10% | ? | -15% | 7% | 1% | 9% | -9%
O=C(N=Nc1c(O)n(Cc2ccccc2)c2ccccc12)c1ccncc1 | -1.4% | -2% | -11% | 11% | -22% | -6% | -2% | -1% | 6%
COc1ccc(N(C(=O)COc2cccc(C)c2)S(=O)(=O)c2ccc(C)cc2)cc1 | 0.6% | -3% | -11% | -21% | -17% | 2% | -5% | 17% | -5%
Cn1nc(C(=O)NCc2cccs2)c2ccccc2c1=O | 0.0% | 0% | 16% | 6% | -2% | -6% | -2% | 4% | -4%
CCN1CCN(Cc2c(O)ccc3cc(-c4ccc(OC)cc4)c(=O)oc23)CC1 | ? | 107%[activator][57.1 µM] | -32% | 2% | -16% | 3% | -1% | -3%[57.1 µM] | 0%
COc1ccc2nc(NC3=NCCC3)sc2c1 | 2.0% | -7% | 8% | 0% | -10% | 0% | 3% | 0% | 0%
Cn1c(-c2ccc(F)cc2)cnc1NCc1cc2c(cc1[N+](=O)[O-])OCO2 | 3.2% | -12% | -36% | ? | -16% | 1% | -2% | -4% | 2%
CCOc1ccc(NC(=O)CSC2=Nc3ccccc3C3=NC(CCC(=O)NCc4cccs4)C(=O)N23)cc1 (stereo not given) | 3.8% | 3%[57.1 µM] | 14% | -1% | -5% | -4% | 0% | 8%[57.1 µM] | 5%
CCc1ccc(C2CC(=O)c3c([nH]c(C(=O)OC4CCCCCC4)c3C)C2)cc1 (stereo not given) | 1.7% | -4% | 11% | -1% | 14% | -1% | 2% | 13% | 46%[activator]
O=C(NCCCN1CCOCC1)c1ccc(Br)cc1 | -0.1% | 3% | -18% | -9% | -19% | -11% | -4% | 24%[57.1 µM] | 8%
Cc1cc(C)nc(SCC(=O)N/N=C/c2cccn2-c2cccc(C(F)(F)F)c2)n1 | 0.3% | -5% | 11% | ? | -18% | -10% | 0% | 4% | 1%
OC[C@@H]1CCCN1Cc1cn(-c2ccccc2)nc1-c1ccc2c(c1)OCO2 | -2.8% | 25% | 9% | -14% | 5% | 1% | 1% | 28% | 5%
C=CCc1cc(Cl)ccc1OCCCn1ccnc1 | 1.2% | 4% | 0% | ? | -11% | -23% | 1% | 14% | ?
NC(=O)CCC(NS(=O)(=O)c1ccc(Cl)cc1)C(=O)NCc1ccccc1Cl (stereo not given) | 4.2% | -5% | 28% | -6% | 1% | 1% | 2% | -2% | -2%
CCOC(=O)c1ccccc1NC(=O)Cn1cc(C(=O)c2cccc(OC)c2)c(=O)c2ccc(C)nc21 | 4.1% | -7%[57.1 µM] | -46% | -15% | -10% | -3% | -2% | -12%[57.1 µM] | 4%
CC1CC(C)CN(C(=O)CSc2nnc(N)s2)C1 (stereo not given) | -1.3% | 0% | 7% | 0% | -7% | 2% | 2% | 20% | 10%
CCc1ccccc1NC(=O)CN(C)C(=O)CSc1nnc(Nc2cccc(C)c2)s1 | 3.0% | 0% | -8% | 0% | -9% | -6% | 0% | 7% | 9%
COc1ccc(-n2cccc2C=O)cc1OC | 0.4% | 6% | -2% | -5% | -13% | 0% | 0% | 13% | 13%
Cc1cc(C)nc(N/N=C/c2cn[nH]c2-c2ccc(F)cc2)n1 | 1.2% | -1%[57.1 µM] | -19% | 57%[activator] | -6% | 10% | -2% | 2%[57.1 µM] | 2%
Cc1ccc(OCC(=O)NNC(=O)C(=O)NC(C)(C)C)cc1 | 2.1% | 1% | 17% | -12% | -8% | 0% | -6% | 22%[57.1 µM] | 5%
CCc1ccc(NC(=O)c2cc(-c3ccc4c(c3)OCO4)on2)cc1 | 13% | 16% | 28% | -7% | -8% | -1% | 2% | 26% | -6%
CC1CCN(c2ccc(/C=C(\C#N)c3nn(-c4ccccc4)c(N)c3C#N)cc2[N+](=O)[O-])CC1 | 1.0% | -7% | 7% | -14% | 0% | 1% | 0% | 7% | 7%
CC(C)n1nccc1NC(=O)Nc1ccccc1 | -0.8% | -2%[0.457 µM] | 15% | -6% | 8% | 1% | 1% | 12% | 4%
CC(=O)c1sc(N/N=C/c2cccc([N+](=O)[O-])c2)nc1C | -3.6% | 0% | 34% | -10% | -18% | 4% | -1% | 13% | -2%
CC(C)COC(=O)c1ccc2c(c1O)C(=O)c1ccccc1C2=O | 1.1% | 7%[0.457 µM] | -3% | 0% | -23% | -20% | 2% | 3% | 8%
CCn1c(SCC(=O)n2c(C)c(C)c3ccccc32)nnc1-c1ccco1 | 2.0% | 5% | 6%[56.9 µM] | 43%[activator] | -11% | -9% | 0% | -4% | 12%
CCOC(=O)CC(=O)CSc1[nH]c(=O)cc(C)c1C#N | 3.7% | 5%[0.457 µM] | -32% | ? | -19% | 6% | 0% | 6% | 2%
Cc1ccc(S(=O)(=O)N2CCC(C(=O)Nc3ccc(S(=O)(=O)N4CCCC4)cc3)CC2)cc1C | -0.4% | -3% | 1% | ? | -4% | -9% | -1% | 7% | 8%
CC1=C(C(=O)OCc2ccc(C)cc2)C(c2cccc(F)c2F)CC(=O)N1 (stereo not given) | 2.8% | -7% | 10% | -2% | -26% | 3% | 5% | 7% | 0%
O=C(CSc1nnc(-c2ccc(F)cc2)c2ccccc12)Nc1c(F)cccc1F | 7.0% | -9% | 19% | -17% | -13% | 0% | -23% | -8% | 3%
CC(C)CCNS(=O)(=O)c1cc2c3c(c1)CCN3C(=O)CC2 | 2.0% | 4% | -17% | -27% | -10% | 4% | -1% | 22% | 1%
O=C(Nc1cc(Cl)ccc1O)C1CC(c2c(F)cccc2Cl)=NO1 (stereo not given) | 2.3% | 4%[57.1 µM] | -22% | ? | -7% | -16% | -8% | 0%[57.1 µM] | 3%
O=C(OCC(=O)N1N=C(c2ccc(Cl)cc2)CC1c1ccco1)c1cncc(Br)c1 (stereo not given) | · | -1%[2.29 µM] | ? | 7.9µM* | ? | 1% | -14% | -71%[57.1 µM] | 2%
COc1ccccc1NC(=O)Cn1cnc2sc(C(=O)Nc3ccc(OC)c(OC)c3)c(C)c2c1=O | 2.7% | -11% | -19% | -1% | -9% | 5% | 0% | -19% | -18%
CCC(C)(C(=O)Nc1ccccc1C)N(C(=O)CNC(C)=O)c1ccccc1C (stereo not given) | 3.2% | -5% | -22% | 16% | -12% | -2% | 1% | -14% | 7%
O=C(/C=C/Nc1ccccc1Oc1ccccc1)c1ccco1 | 0.9% | 3%[57.1 µM] | -12% | -26% | -11% | 5% | 0% | 6%[57.1 µM] | 3%
CCCCNC(=O)Cn1nc(C)c(S(=O)(=O)N2CCOCC2)c1C | -0.8% | 5% | -4% | 71%[activator] | -16% | -5% | 1% | 13% | -10%
CCc1ccccc1NC(=O)C(C)n1nc(-c2ccc(C)c(C)c2)ccc1=O (stereo not given) | -1.8% | -10% | -47% | -15% | -24% | -15% | -6% | -1% | -6%
C=CCN1CC(c2nc3ccccc3n2Cc2cccc3ccccc23)CC1=O (stereo not given) | 1.3% | 10%[57.1 µM] | 13% | 27% | -14% | -11% | -7% | 11% | -13%
Cc1c(CNC(=O)c2cnn3c2NC(c2ccccc2)CC3C(F)(F)F)cnn1C (stereo not given) | 2.4% | 3% | -34% | -3%[57.4 µM] | -15% | 0% | -1% | 11% | 1%
O=C(CSc1nnc(NC(=O)C2CC(=O)N(c3ccccc3)C2)s1)NCC1CCCO1 (stereo not given) | -1.3% | 6% | -36% | -12% | -15% | 4% | -1% | 6% | 3%
CCOc1ccc(CCNC(=O)Cn2nc(-c3ccc(C)cc3)ccc2=O)cc1OCC | -3.4% | -1%[57.1 µM] | 33% | -12% | 20% | 2% | -1% | 24%[57.1 µM] | 19%
Cc1cc2c(c(N3CCOCC3)n1)C(=O)OC2 | -1.1% | 23% | -12% | 2% | -19% | · | 5% | 7% | 3%

These rows are one share of the data; the hit share may differ from the screen's.
